# CHRM4 PAM: CHRM4 positive allosteric modulation. P08173. CHO-K1 hM4/Gqi5, Fluo-8 calcium fluorescence, ACh EC20; 0% = ACh EC20, 100% = maximal ACh. activation, % at 3 µM. hit rate 0.4% among 360,000;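 active means activation above its plate's cutoff, the mean activation of sample wells plus 3 SD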; further: some results filed as inactive read as strong as hits
# Target sequence (P08173 whole entry, looked up): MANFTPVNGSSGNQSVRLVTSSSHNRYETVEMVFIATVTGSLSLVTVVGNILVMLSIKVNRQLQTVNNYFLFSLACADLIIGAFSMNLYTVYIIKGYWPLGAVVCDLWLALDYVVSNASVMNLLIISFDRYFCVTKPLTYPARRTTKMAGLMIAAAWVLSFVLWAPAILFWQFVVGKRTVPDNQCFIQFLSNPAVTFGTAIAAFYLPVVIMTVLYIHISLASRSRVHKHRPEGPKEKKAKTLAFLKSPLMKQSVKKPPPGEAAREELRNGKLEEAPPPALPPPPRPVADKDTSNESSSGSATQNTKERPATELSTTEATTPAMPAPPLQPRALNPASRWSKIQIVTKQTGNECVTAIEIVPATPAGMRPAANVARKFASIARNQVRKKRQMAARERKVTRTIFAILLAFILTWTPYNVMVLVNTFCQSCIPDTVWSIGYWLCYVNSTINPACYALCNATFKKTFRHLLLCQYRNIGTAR
# MEKK3 PB1 HTS: MEKK3-MEK5 PB1 interaction, increase or decrease; binding response (% of control), % at 10 µM; bead-based flow cytometry, Alexa488-MEK5 binding to MEKK3; actives lie on both sides; 0 = blocked by unlabeled MEK5, 100 = vehicle; hit rate 1.4% among 290,000; AID 1529; Q99759;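 active means binding response more than 3 SD above or below the average of its plate-row segment, actives on both sides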;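 further: Alexa488 bead fluorescence after subtracting the streptavidin-only scavenger bead signal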
# GalR3 antagonist: blocks the human galanin receptor 3. O60755. HEK293 GalR3-CNG cAMP membrane potential fluorescence; galR3 body fused to GalR1 C-terminus. inhibition, % at 3 µM. hit rate 0.44% among 360,000. AID 651719;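 active means inhibition above the screen-wide average plus 3 SD, cut at about 13% in these data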;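 further: forskolin and galanin both at EC90 stimulate the cells; cAMP rise reported by CNG channel membrane potential dye signal; 0% = forskolin plus galanin with DMSO and 100% = forskolin alone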
# Target sequence (O60755 1-299 limits assumed): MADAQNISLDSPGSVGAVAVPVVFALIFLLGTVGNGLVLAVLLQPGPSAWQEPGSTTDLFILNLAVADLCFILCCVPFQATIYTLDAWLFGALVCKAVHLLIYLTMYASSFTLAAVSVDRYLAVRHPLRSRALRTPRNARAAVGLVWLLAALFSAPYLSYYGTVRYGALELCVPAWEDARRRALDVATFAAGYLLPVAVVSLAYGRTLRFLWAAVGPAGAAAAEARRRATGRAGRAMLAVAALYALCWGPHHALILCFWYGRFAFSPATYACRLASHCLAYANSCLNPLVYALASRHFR
# CRFBP-R2 block: blocks CRF-induced signaling of the CRF-BP/CRF-R2 complex. inhibition, % at 11.8 µM. AID 588475. HEK293 CRF-R2/CRF-BP, CRF-induced calcium fluorescence. hit rate 0.59% among 350,000;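 active means inhibition of the ligand-induced calcium signal above about 50% at the single tested concentration, limit read from the data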
# CRFR2-BP ag: CRF-BP/CRF-R2 complex agonism. HEK293 CRF-R2/CRF-BP, calcium dye fluorescence (FLIPR); percent of saturating CRF peptide response. activation, % at 13.2 µM. hit rate 0.46% among 350,000. AID 588473;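 active means activation of at least 50%, plus an integration ratio under a set limit after plate pattern correction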;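 further: plate controls were neutral control wells without compound for no effect and CRF at EC100 for full effect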
# pCIP destab: p/CIP protein destabilization. decrease of EGFP signal, % at 10 µM. hit rate 0.01% among 290,000. F442A p/CIP-EGFP cells, EGFP fluorescence, 16 h. Q05BA5. AID 1984;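 active means EGFP signal decrease of at least 30% at 10 µM or well 3 SD below plate mean, unless failing retest; inactive means the rest, including hits failing retest or dose response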; further: some compounds called inactive have numbers as strong as hits; many of its hits are not listed in these tables
# IDE inh: inhibits human insulin-degrading enzyme in HEK cells. P14735. FAbetaB cleavage, fluorescence polarization. inhibition, % at 5.59 µM. hit rate 0.41% among 320,000. AID 434962;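 active means percent inhibition above the average of all tested compounds plus 3 SD, set per screening campaign, cut at about 16% in these data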;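 further: IDE supplied by intact live HEK cells; FP after avidin binding of uncleaved biotin substrate so inhibition keeps polarization high; 0% = DMSO wells and 100% = 60 µM reference IDE inhibitor Ii1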
# IDE act: boosts human insulin-degrading enzyme activity in HEK cells; activation, % at 5.96 µM; hit rate 0.073% among 340,000; P14735; FAbeta-B cleavage, fluorescence polarization; 0% vehicle, 100% cell-free pure enzyme wells;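 active means activation above the mean of all tested compounds plus 3 SD, set per screening campaign, cut at about 17% in these data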
# PHOSPHO1 block: inhibitors of human PHOSPHO1 phosphatase; Q8TCT1; recombinant PHOSPHO1, absorbance phosphatase assay; inhibition, % at 13.3 µM; hit rate 1.1% among 290,000; AID 1565; in the data active means inhibition above about 60%
# Target sequence (Q8TCT1 whole entry, looked up): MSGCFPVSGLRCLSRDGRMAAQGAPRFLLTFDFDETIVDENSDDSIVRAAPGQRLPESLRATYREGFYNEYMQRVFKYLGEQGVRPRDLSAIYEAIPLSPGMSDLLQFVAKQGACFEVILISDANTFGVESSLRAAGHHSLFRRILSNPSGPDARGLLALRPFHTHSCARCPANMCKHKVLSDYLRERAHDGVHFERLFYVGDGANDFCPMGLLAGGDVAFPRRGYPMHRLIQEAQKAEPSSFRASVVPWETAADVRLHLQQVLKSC
# Active calls of the source: *; . = no result given.
No.	compound	CHRM4 PAM	MEKK3 PB1 HTS	GalR3 antagonist	CRFBP-R2 block	CRFR2-BP ag	pCIP destab	IDE inh	IDE act	PHOSPHO1 block
1	COc1c(Br)cc([N+](=O)[O-])c(OC)c1C(=O)NC(=O)Nc1c(Cl)cccc1Cl	-1	96	-4	-46	-2.8	-13	-4	.	36
2	Cn1c(SCC(=O)N(C2CCCCC2)C2CCCCC2)nnc1-c1cccs1	3	100	-2	-18	-0.8	-5	2	0	1
3	Cc1ccc(C(=O)NNC(=S)Nc2cccc3ccccc23)s1	-2	90	-3	39	0.6	-1	3	7	86*
4	COc1cc(C2Nc3ccc4ccccc4c3C3=C2C(=O)CC(C)(C)C3)ccc1OCC(=O)O (stereo unspecified)	-4	109	-1	1	0.2	-3	-5	5	-13
5	CCOC(=O)c1cc(-c2ccccc2)n(CCC(=O)N2CCN(c3ccc(OC)cc3)CC2)c1C	-5	95	-3	28	-2.2	-7	5	-2	2
6	N#Cc1c(-c2cccs2)nc(SCC(=O)c2cccs2)[nH]c1=O	2	103	1	2	0.8	-2	0	-2	4
7	Cc1noc(C)c1COc1cccc(C(=O)OCC(=O)NCCN2C(=O)CSC2=O)c1	-1	100	-2	8	-0.9	4	0	-3	9
8	CC(C)COc1cccc(C(=O)N2CCN(C(=O)c3ccco3)CC2)c1	-2	.	-4	13	-1.6	.	-1	2	.
9	CC1(C)C2CCC1(C)C(OCC[N+](C)(C)CC(=O)OC1CCCCC1)C2 (stereo unspecified)	2	126	0	-28	-0.1	-11	7	3	4
10	Cc1ccc(C(=O)N/C(=C/c2ccc(-c3cc(C(F)(F)F)ccc3Cl)o2)C(=O)NCc2cccnc2)cc1	11	101	-3	-12	7.6	-1	-5	-1	14
11	CC(=O)Nc1ccc(-c2csc(NNC(=O)c3ccccc3)n2)cc1	17	103	-4	3	1.2	-14	-5	-5	-48
12	COc1ccc(COC(=O)CN2C(=O)NC3(CC(C)CC(C)(C)C3)C2=O)cc1F (stereo unspecified)	5	.	-1	-26	0.2	.	4	9	.
13	COC(=O)C1=CN(c2ccc(OC)cc2)C=C(C(=O)OC)C1c1ccc([N+](=O)[O-])cc1	20*	102	0	13	1.4	-6	.	4	2
14	Nc1nc(NCc2ccco2)nc(N2CCN(Cc3ccccc3)CC2)c1[N+](=O)[O-]	-4	93	1	11	-0.7	5	10	5	-10
15	Cc1ccc(CNC(=O)CCc2cn(C)c3ccccc23)cc1	-3	110	-7	12	-4.4	-17	1	5	34
16	O=C(COC(=O)c1cc(S(=O)(=O)N2CCOCC2)c(Cl)cc1Cl)c1ccc[nH]1	2	.	-8	-2	-1.6	.	4	-3	.
17	CCCCCC1CC(CC(=O)Nc2ccc([N+](=O)[O-])cc2)OC1=O (stereo unspecified)	-1	113	2	1	-1.6	-7	-2	7	28
18	CNC(=S)n1cnc(N)n1	-4	87	1	9	2.8	-2	2	-2	15
19	CN(/N=C/c1cc([N+](=O)[O-])ccc1O)c1ccccc1	5	98	-4	20	-2.1	6	1	6	11
20	O=C(Nc1ccc(F)cc1F)N1CCN(c2ncccn2)CC1	4	109	.	-59	29	-17	3	-2	-10
21	Cc1ccc(NC(=O)C2CCCN2C(=O)c2cccs2)cc1C (stereo unspecified)	6	.	-6	54*	-0.6	.	0	2	.
22	CCOC(=O)c1c(C)[nH]c(=S)c(C#N)c1-c1ccc(OC)cc1	-2	122*	-2	-12	1.1	-13	1	0	-15
23	COc1cc(OC)cc(C(=O)Nc2ccc(S(=O)(=O)N(C)C)cc2)c1	0	98	-7	10	-5.2	-10	4	-4	1
24	CC1(C)CC(NC(=O)c2ccc(F)cc2)CC(C)(C)N1	0	.	-5	-4	-3.4	.	.	.	.
25	COc1ccc(NC(=O)C2CCC(CNc3c(N4CCCCC4)c(=O)c3=O)CC2)c(OC)c1 (stereo unspecified)	5	86	6	6	-0.6	2	1	7	8
26	CNc1nc(N)c([N+](=O)[O-])c(NCC2CCCO2)n1 (stereo unspecified)	17	102	-4	-5	1.1	10	0	0	39
27	COc1ccccc1NC(=O)c1c(O)c2ccccc2[nH]c1=O	1	109	-7	8	-0.3	8	4	2	3
28	O=C(Cc1ccccc1)N1CCN(c2ncccn2)CC1	0	.	-4	-2	-0.4	7	-6	4	-13
29	CC(C)N(C(C)C)S(=O)(=O)c1ccc(NC(=O)c2cnccn2)cc1	1	102	-5	3	-0.4	-5	4	1	3
30	O=C(CSc1nc2ccccc2o1)Nc1cc(C(F)(F)F)ccc1N1CCOCC1	-5	100	-6	-2	-0.9	-15	5	-3	-38
31	FC(F)(F)c1cccc(NC(=S)NCC(c2cccnc2)N2CCOCC2)c1 (stereo unspecified)	-5	135*	-1	-1	-1.3	13	1	2	-12
32	Cc1ccccc1OCC(=O)Nc1ccc2c(c1)OCCO2	5	111	-1	11	-5.3	-10	-1	0	25
33	CC(C)C(CCNC(=O)CN1C(=O)c2ccccc2C1=O)c1ccco1 (stereo unspecified)	0	98	-2	-3	-1.7	9	3	-2	-79
34	COC(=O)c1cnc(Oc2c(Cl)cc(N)cc2Cl)cc1C(F)(F)F	7	92	-5	-28	-0.7	-14	-6	5	32
35	CCCCNS(=O)(=O)c1ccc(NC(=O)C(Sc2ccccc2)c2ccccc2)cc1 (stereo unspecified)	-5	93	-5	-12	21	-4	9	4	-7
36	O=C(c1cn(-c2ccccc2)nc1-c1cccs1)N1CCN(c2ccccn2)CC1	-4	101	-5	-6	0.2	-1	5	-1	4
37	COc1ccc(CCNC(=O)c2cc3c(=O)n4ccccc4nc3n(CCCN3CCOCC3)c2=N)cc1	-1	100	-2	-3	0.2	-7	3	1	28
38	CC(=O)c1cccc(NC(=O)COC(=O)CCc2ccc(S(=O)(=O)N3CCOCC3)cc2)c1	-5	101	2	-4	2.5	4	-2	4	24
39	O=C(CCS(=O)(=O)c1ccc(Br)cc1)Nc1ccc(Cl)cc1F	1	98	-5	-24	-3.4	-12	5	5	15
40	Cc1ncc(S(=O)(=O)c2ccccc2)c(-c2ccc(Cl)cc2Cl)n1	3	101	0	2	-0.4	-37	1	3	21
41	CCOC(=O)C1CCCN(C(=O)COc2ccc(C(=O)c3ccc(F)cc3)cc2)C1 (stereo unspecified)	2	.	-4	-11	-2.5	.	0	-1	.
42	Cc1sc(NC(=O)C2CCCCC2C(=O)O)c(C(N)=O)c1-c1ccccc1 (stereo unspecified)	2	108	-5	6	-1.3	-10	6	1	20
43	O=[N+]([O-])c1ccc(N/N=C/c2cccc(O)c2O)cc1	-7	110	-2	-49	8.2	-12	-3	-1	29
44	CC(=O)NC1=NN(C(C)=O)C(c2ccccn2)S1 (stereo unspecified)	0	100	-8	9	-1.0	-6	-3	9	40
45	CSc1ncnc2c1ncn2CCCNCc1ccc2c(c1)OCO2	-2	.	-8	5	2.0	.	.	.	.
46	Cc1c(/C=N/NC(=O)COc2ccccc2[N+](=O)[O-])c2ccccc2n1C	-2	104	2	4	-0.2	-17	-2	1	4
47	CN(C)C(=O)CCc1ccc2c3c([nH]c2c1)[C@]1(C)[C@@H](C(=O)N2CCOCC2)C[C@H](CC(=O)NCc2ccco2)C(=O)N1CC3	5	.	-5	4	-1.8	.	.	0	.
48	O=CN1CCN(S(=O)(=O)c2ccc(S(=O)(=O)NC3CCCCC3)cc2)CC1	-1	101	-6	-1	-0.7	-2	3	3	16
49	Cc1ccc(-c2nc(CN(Cc3cnn(C)c3)C(C)C)c(C)o2)o1	5	101	2	-1	-0.1	11	9	4	14
50	O=C(Nc1cccc(F)c1)Nc1ccc2c(c1)OCO2	3	106	0	10	2.8	-7	.	2	6
51	COc1ccccc1NC1=C(Cl)C(=O)N(c2ccccc2)C1=O	-4	99	-3	45	0.1	-1	4	-1	-13
52	CC(C)(C)c1cc(NC(=O)c2cc(F)c(F)c(F)c2F)no1	-4	.	-1	5	6.0	-7	1	2	3
53	COC(=O)c1ccc(NC(=O)CN2CCN(CCO)CC2)cc1	2	97	-10	-12	2.9	-12	2	-6	19
54	Cc1cc(C(=O)CSc2nc(N)cc(N)n2)c(C)n1C1CC1	-4	76	2	-2	1.1	-10	-1	3	-15
55	Cc1ccc(C(=O)NC(=S)N2CCN(C)CC2)cc1	4	.	4	6	-3.1	-12	-2	6	-15
56	O=C(CC1C(=O)NCCN1Cc1cccc(Oc2ccccc2)c1)NCCCn1cccn1 (stereo unspecified)	-2	102	3	-4	4.1	-3	4	-1	58
57	Cn1c(=O)n(C)c2cc(NC(=O)COc3ccc(Cl)cc3)ccc21	-4	105	2	-4	-1.5	-1	0	-1	2
58	COc1ccccc1NC(=O)c1cnc2c(-c3ccccc3)c(C)nn2c1C	-6	104	-4	-4	-1.6	-7	0	1	24
59	N/C(Cc1ccc([N+](=O)[O-])cc1)=N\OC(=O)C1CCCCC1	18	99	-4	23	-1.2	6	-6	5	1
60	Cc1ccc(SCc2cc(=O)[nH]c(/N=C(\N)Nc3cccc4ccccc34)n2)cc1	2	137*	2	-41	1.0	-17	-8	0	-1

# Compound profiles (already shown). Order of screens: CHRM4 PAM, MEKK3 PB1 HTS, GalR3 antagonist, CRFBP-R2 block, CRFR2-BP ag, pCIP destab, IDE inh, IDE act, PHOSPHO1 block
# Results for `Cc1ccc(NC(=O)C2CCCN2C(=O)c2cccs2)cc1C` (stereo unspecified) : 6, ., -6, 54*, -0.6, ., 0, 2, .
# Results for `CC(C)C(CCNC(=O)CN1C(=O)c2ccccc2C1=O)c1ccco1` (stereo unspecified) : 0, 98, -2, -3, -1.7, 9, 3, -2, -79
# Results for `Nc1nc(NCc2ccco2)nc(N2CCN(Cc3ccccc3)CC2)c1[N+](=O)[O-]` : -4, 93, 1, 11, -0.7, 5, 10, 5, -10
# Results for `FC(F)(F)c1cccc(NC(=S)NCC(c2cccnc2)N2CCOCC2)c1` (stereo unspecified) : -5, 135*, -1, -1, -1.3, 13, 1, 2, -12

# Next part.
No.	compound	CHRM4 PAM	MEKK3 PB1 HTS	GalR3 antagonist	CRFBP-R2 block	CRFR2-BP ag	pCIP destab	IDE inh	IDE act	PHOSPHO1 block
61	O=C(c1cc(-c2ccco2)on1)N1CCN(c2ccccc2)CC1	-3	106	.	-4	-1.9	-9	3	0	6
62	CCOC(=O)/C=c1\sc2n(c1=O)CCN=2	-2	98	-5	2	-0.6	0	-6	5	-14
63	CCOc1ccc(S(=O)(=O)N2CCCCC2)cc1NC(=O)CN1C(=O)NC(C)(c2ccc(C)cc2)C1=O (stereo unspecified)	-5	.	.	-2	0.6	.	3	-1	.
64	CCc1cc(SC#N)ccc1N	9	102	-3	9	1.4	5	-8	-3	7
65	Cc1ccccc1-c1noc(C(C)NC(=O)c2ccco2)n1 (stereo unspecified)	-1	102	-8	4	0.9	-16	7	-4	35
66	Cc1ccc(Cn2nnc3c(=O)[nH]c(C4CCN(C(=O)Cc5cccs5)CC4)nc32)cc1	3	99	0	-4	4.0	-18	2	-1	34
67	CC(C)C(NC(=O)C1CCCCC1)C(=O)Nc1ccncc1 (stereo unspecified)	1	96	-2	9	1.8	-11	-4	1	7
68	CCC(=O)N/N=C(\C)CC(=O)Nc1ccc2c(c1)OCCO2	-6	104	-3	19	2.4	-15	4	0	41
69	O=[N+]([O-])c1ccc2nc(-c3ccccc3)oc2c1	13	104	2	10	-2.5	-2	-4	1	42
70	CC1(C)Cc2ccccc2-c2n[nH]c(=S)n21	-1	87	-6	-2	-1.1	-1	-4	-5	96*
71	Cc1cnc(NC2=NCCC2)s1	7	108	-1	-3	4.0	-6	0	2	12
72	COC(=O)C[C@@H]1C[C@H]2c3cc(NC(=O)CC4CC4)ccc3O[C@H]2[C@@H](CO)O1	14	.	-7	9	-0.2	.	.	.	.

# Screens as filed in PubChem BioAssay.

# Rows were taken by chance; 4.2% or so of the library scored in one or more.
